GalR3 antagonist – human GalR3 antagonism | AID 651719 | 360,000 tested, 0.44% active | HEK293 GalR3-CNG cAMP membrane potential fluorescence; galR3 body fused to GalR1 C-terminus | O60755 | inhibition, % at 3 µM;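 active = inhibition above the screen-wide average plus 3 SD, cut at about 13% in these data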;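 also: forskolin and galanin both at EC90 stimulate the cells; cAMP rise reported by CNG channel membrane potential dye signal; 0% = forskolin plus galanin with DMSO and 100% = forskolin alone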
Target sequence (O60755 1-299 limits assumed): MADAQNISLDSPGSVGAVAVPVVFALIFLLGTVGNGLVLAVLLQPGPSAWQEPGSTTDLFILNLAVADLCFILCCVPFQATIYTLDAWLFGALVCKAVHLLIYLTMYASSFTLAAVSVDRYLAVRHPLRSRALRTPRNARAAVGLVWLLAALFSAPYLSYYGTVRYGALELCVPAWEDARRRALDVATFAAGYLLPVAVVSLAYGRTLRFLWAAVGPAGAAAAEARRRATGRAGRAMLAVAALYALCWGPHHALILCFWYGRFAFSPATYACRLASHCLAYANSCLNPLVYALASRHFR
M4 PAM – positive allosteric modulators of human muscarinic M4 receptor. 360,000 tested, 0.4% active. CHO-K1 hM4/Gqi5, Fluo-8 calcium fluorescence, ACh EC20; 0% = ACh EC20, 100% = maximal ACh. activation, % at 3 µM. AID 624126. P08173;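 active = activation above its plate's cutoff, the mean activation of sample wells plus 3 SD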; also: some results filed as inactive read as strong as hits
Target sequence (P08173 whole entry, looked up): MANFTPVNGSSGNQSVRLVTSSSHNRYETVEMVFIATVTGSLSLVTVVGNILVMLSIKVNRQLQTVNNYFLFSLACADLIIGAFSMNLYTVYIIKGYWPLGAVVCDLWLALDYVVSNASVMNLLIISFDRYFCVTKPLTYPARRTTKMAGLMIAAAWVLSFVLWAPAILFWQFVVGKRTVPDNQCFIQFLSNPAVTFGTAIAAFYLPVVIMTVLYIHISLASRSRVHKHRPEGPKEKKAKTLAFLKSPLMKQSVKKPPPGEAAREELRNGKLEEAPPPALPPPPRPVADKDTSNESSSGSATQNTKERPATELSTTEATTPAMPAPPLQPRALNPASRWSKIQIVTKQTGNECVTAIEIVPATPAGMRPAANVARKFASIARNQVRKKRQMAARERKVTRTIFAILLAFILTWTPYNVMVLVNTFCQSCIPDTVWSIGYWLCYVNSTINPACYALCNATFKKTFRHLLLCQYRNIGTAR
An asterisk follows results filed as active. A portion of the library (hit frequency here may not be typical).

cpd | SMILES | GalR3 antagonist | M4 PAM
1 | O=C(N[C@H]1c2ccccc2C[C@H]1O)[C@H]1O[C@@H](n2ccc(=O)[nH]c2=O)[C@H](O)[C@@H]1O | -6 | 6
2 | COc1cccc(-c2cc(NC=O)c3ncc(-c4ccc(F)c(Cl)c4)n3c2)c1 | -2 | 3
3 | Cc1ccc(F)cc1-c1nc(NCC2CC2)nc2ccsc12 | -4 | -9
4 | CC1(C(=O)Nc2cccc3c2CCCC3)CCN1C(=O)c1cccc(F)c1 (stereo unspecified) | -4 | 2
5 | CCOC(=O)[C@]12CCC=C1N(Cc1ccc(Cl)cc1Cl)C(=O)[C@H](CC(=O)NCCC(C)C)C2 | -7 | -5
6 | OC(c1ccc(Cl)c(F)c1)c1ncc(-c2ccc(F)cc2)[nH]1 (stereo unspecified) | -6 | 3
7 | C[C@@H](NC(=O)[C@@H]1CCCN1C(=O)[C@@H]1CCCN1)c1ccccc1 | -1 | 4
8 | CN(C)Cc1csc(NC(=O)Nc2ccccc2C(C)(C)C)n1 | -8 | 0
9 | O=C(C[C@H]1CC[C@H]2[C@@H](COC[C@@H](O)CN2S(=O)(=O)c2ccccc2)O1)N[C@@H]1CCN(Cc2ccccc2)C1 | -5 | -5
10 | CC(C)C[C@@H](CN1CCC[C@@H]1CN1C(=S)NC[C@@H]1Cc1ccc(O)cc1)N1C[C@H](Cc2ccc(O)cc2)N(CC2CCCCC2)C1=S | -4 | 5
11 | CCOC(=O)C1=CCN(S(C)(=O)=O)C1c1ccc(C)cc1 (stereo unspecified) | -6 | -3
12 | COC(=O)[C@@]12C[C@@H](CC(=O)N3CCOCC3)C(=O)N(Cc3ccc4c(c3)OCO4)C1=CCC(C)(C)C2 | -9 | -5
13 | COc1cccc(NC(=O)Nc2nnc([C@@H]3C[C@H](O)[C@@H](CO)O3)s2)c1 | -4 | 2
14 | O=C(NC1CCCC1)C(c1ccccc1)n1c(-c2cccs2)nc2ccccc21 (stereo unspecified) | -6 | 10
15 | COc1ccc(C(=O)ON=C(C)c2nccs2)cc1 | -6 | 2
16 | CC1(C(=O)O)CCCN(C(=O)c2ccc(OC(F)F)cc2)C1 (stereo unspecified) | -6 | 5
17 | Cc1cccc(NC(=O)CCS(=O)(=O)c2ccc3nc(C)sc3c2)c1 | 1 | 9
18 | CC1(C(=O)Nc2cccc3cccnc23)CCN1C(=O)CC1CC1 (stereo unspecified) | -4 | 2
19 | CC(C)C[C@H]1CN(CCCC[C@H]2CNC(=O)C(=O)N2CCc2ccccc2)C(=O)C(=O)N1CCc1ccccc1 | -4 | 2
20 | CN1CCN(C2CN(Cc3cn(Cc4ccc(C(F)(F)F)cc4)nn3)S(=O)(=O)C2)CC1 (stereo unspecified) | -1 | 13
21 | Cc1ccc(NC(=O)CCS(=O)(=O)c2ccc3nc(C)sc3c2)c(C)c1 | -2 | 5
22 | C#Cc1ccc(NC(=O)C2(C)CCN2C(=O)CC(c2ccccc2)c2ccccc2)cc1 (stereo unspecified) | 0 | -12
23 | CCCCN(C=O)c1c(CC)nc2ccc(C(=O)NCc3cccs3)cn12 | -1 | 4
24 | O=C(Nc1c(-c2ccccc2)[nH][nH]c1=O)c1ccco1 | -8 | 15
25 | COc1ccccc1-c1csc(Nc2ccc(Oc3ccccc3)cc2)n1 | -6 | -1
26 | CC(C)(C)OC(=O)NCCc1nc(NC(=O)OCc2ccccc2)sc1C(=O)O | -4 | 10
27 | Nc1nc2c(Br)ccc(Br)c2cc1C(=O)NCCc1ccccc1 | -6 | 1
28 | CCN(CC)c1ncnc2c1ncn2[C@H]1CN(Cc2ccc(-c3ccccc3)cc2)C[C@@H](CO)O1 | -5 | -1
29 | CC(C)(C)NC(=O)C(c1ccncc1)n1c(=O)c(-c2ccco2)nc2ccccc21 (stereo unspecified) | -5 | 7
30 | Oc1ccc(C[C@H]2CN([C@@H](Cc3ccccc3)CN3CCC[C@@H]3CN3C(=S)NC[C@@H]3Cc3ccccc3)C(=S)N2CC2CCCCC2)cc1 | -1 | 0
31 | O=C(Nc1ccc(F)cc1)N[C@H]1CC[C@H](CCNS(=O)(=O)c2cccc(Cl)c2)O[C@@H]1CO | -6 | -2
32 | COc1cccc(-c2cc3nc(NCc4ccccc4F)n(C)c(=O)c3s2)c1 | -4 | 0
33 | COc1cc(F)ccc1-c1csc(C(O)c2ccccc2)n1 (stereo unspecified) | -7 | 4
34 | Cc1cc(C)c2c(CN3CCCC3)cc(=O)oc2c1 | -2 | 4
35 | O=C(NCc1ccc(F)c(F)c1)c1cccc2c(-c3cccnc3)coc12 | 0 | -7
36 | CCOC(=O)[C@]12CCCC=C1N(Cc1ccco1)C(=O)[C@H](CC(=O)NCCCOC)C2 | -4 | 10
37 | COc1ccccc1-c1cc2nc(NCCc3ccncc3)ccn2n1 | -5 | -9
38 | COc1ccc(CNc2cccnc2Cl)cc1 | -3 | 4
39 | O=C(NCc1cccs1)c1csc([C@@H]2C[C@H](O)[C@@H](CO)O2)n1 | 7 | 2
40 | COc1ccc(C(C)(NC(C)=O)c2nc(-c3cccc4cccnc34)cs2)cc1 (stereo unspecified) | -5 | 2
41 | COc1cccc(-c2cc(NC=O)c3ncc(-c4ccc(C(C)=O)cc4)n3c2)c1 | -4 | -4
42 | Cc1nccn1-c1ccc(NC(=O)[C@H]2O[C@@H](n3ccc(N)nc3=O)[C@H](O)[C@@H]2O)cc1 | -1 | 3
43 | CN1CCN(C2CN(Cc3cn(Cc4ccccc4C(F)(F)F)nn3)S(=O)(=O)C2)CC1 (stereo unspecified) | -3 | 11
44 | CC1(C(=O)NS(=O)(=O)C2CC2)CCCN(C(=O)c2cccc(Cl)c2)C1 (stereo unspecified) | -3 | -5
45 | CCOC(=O)N1CCN(C(=O)C[C@@H]2C[C@@]3(C(=O)OCC)CCCC=C3N(Cc3ccc(Cl)cc3Cl)C2=O)CC1 | 1 | 2
46 | O=C(COc1ccc(CNC[C@H]2O[C@@H](n3ccc(=O)[nH]c3=O)[C@H](O)[C@@H]2O)cc1)Nc1nccs1 | -6 | 10
47 | CC1=CC(=NOS(=O)(=O)c2ccc(C)cc2)CC(C)(C)C1 | -3 | -2
48 | CN(N=Nc1nc[nH]c1C(N)=O)C1CCCCC1 | -8 | 9
49 | Cc1ccc(-c2nc3c4ccccc4ccn3c2CC2CCCCC2)cc1 | 2 | 7
50 | CC1(C(=O)NS(=O)(=O)c2ccccc2)CCN1C(=O)CCc1ccc(Cl)cc1Cl (stereo unspecified) | -6 | 7
51 | CCc1nc2ccc(C(=O)N3CCCC(C(N)=O)C3)cn2c1N(C=O)CC (stereo unspecified) | -3 | 4
52 | O=C(NCc1ccccc1)C(c1ccncc1)n1c(=O)c(-c2ccco2)nc2ccccc21 (stereo unspecified) | -7 | 4
53 | COc1ccc(NC(=O)c2cccc3c(-c4cccnc4)coc23)cc1 | -1 | -6
54 | COc1ccc(N2C(=O)c3ccccc3NC(=O)C2C(=O)NCC(C)C)cc1 (stereo unspecified) | -6 | -1
55 | O=C(CC[C@H]1O[C@@H](n2ccc(=O)[nH]c2=O)[C@H](O)[C@@H]1O)NCCc1c[nH]c2ccccc12 | -6 | 0
56 | CCOC(=O)C1=C[C@@H](CC)N(S(=O)(=O)c2ccc([N+](=O)[O-])cc2)[C@H]1c1ccccc1 | -7 | -13
57 | CCCCC(=O)N(C)c1c(C)nc2ccc(C(=O)N3CCCCC3)cn12 | -1 | 3
58 | COc1cc(CN2C[C@@H](CO)O[C@@H](n3cnc4c(N5CCN(C)CC5)ncnc43)C2)cc(OC)c1OC | -1 | 2
59 | COC(=O)c1ccc2nc(-c3ccco3)c(Cc3ccc(OC)cc3C)n2c1 | -5 | -5
60 | CN(Cc1ccccc1)C(=O)c1ccc2sc([C@H]3C[C@H](O)[C@@H](CO)O3)nc2c1 | 0 | 0

Compound profiles, as listed above. Values in the order: GalR3 antagonist, M4 PAM
Cc1ccc(-c2nc3c4ccccc4ccn3c2CC2CCCCC2)cc1 is listed as 2, 7
CCOC(=O)[C@]12CCCC=C1N(Cc1ccco1)C(=O)[C@H](CC(=O)NCCCOC)C2 is listed as -4, 10
Cc1cc(C)c2c(CN3CCCC3)cc(=O)oc2c1 is listed as -2, 4
CCOC(=O)N1CCN(C(=O)C[C@@H]2C[C@@]3(C(=O)OCC)CCCC=C3N(Cc3ccc(Cl)cc3Cl)C2=O)CC1 is listed as 1, 2
O=C(Nc1ccc(F)cc1)N[C@H]1CC[C@H](CCNS(=O)(=O)c2cccc(Cl)c2)O[C@@H]1CO is listed as -6, -2

Continuation:
cpd | SMILES | GalR3 antagonist | M4 PAM
61 | O=C(Nc1ccccc1)C1Cc2c(-c3ccco3)ccnc2O1 (stereo unspecified) | -1 | 1
62 | Cc1ccc(S(=O)(=O)Nc2ccc(Nc3nccn4c(-c5ccc6ccccc6c5)cnc34)cc2)cc1 | -4 | 4
63 | O=C(NCC1CCCCC1)c1ccc2nc([C@@H]3O[C@H](CO)[C@@H](O)[C@H]3O)[nH]c2c1 | -5 | 2
64 | CC(=NOC(=O)C1CCCCC1)c1nccs1 | -6 | 4
65 | O=c1c2cc3ccccc3nc2ncn1CCc1ccc(Cl)cc1 | -6 | -4
66 | CC(=O)c1cccc(-c2cnc3c(NC=O)cc(-c4ccccc4)cn23)c1 | -6 | -9
67 | CCNC(=O)C1(C)CCCN1C(=O)c1cc(OC)c(OC)c(OC)c1 (stereo unspecified) | -5 | -1
68 | COc1ccc(-c2cnc3c(NC=O)cc(-c4ccccc4)cn23)cc1OC | 44* | -4
69 | CCc1nc2c(OCc3ccc(Cl)cc3Cl)cccn2c1N(C)C(=O)C1CC1 | -2 | -9
70 | c1ccc(N2CCN(c3nccn4ccnc34)CC2)nc1 | -6 | 1
71 | COc1cccc(NC(=O)Nc2nnc(COCCO)s2)c1 | 2 | -1
72 | Cc1ccc(Cn2c(C)c(C(=O)NCC(C)C)sc2=O)cc1 | -1 | 6
73 | CCCCn1nnnc1C(c1cc2ccccc2o1)N1CCN(c2cc(C)nc3ccccc23)CC1 (stereo unspecified) | -9 | -11
74 | COc1ccc(-c2cc3c(c4c2ccn4C)C2CCC3C2)cc1 (stereo unspecified) | -6 | -7
75 | CC1(C(=O)NCc2ccccc2)CSCC(=O)N1Cc1cccc(C(F)(F)F)c1 (stereo unspecified) | -1 | 2
76 | CC(=O)NC(C)(c1ccccc1)c1nc(-c2ccncc2)cs1 (stereo unspecified) | -7 | 4
77 | N#Cc1ccc(C(C(=O)NCc2ccccc2)n2c(=O)c(-c3ccco3)nc3ccccc32)cc1 (stereo unspecified) | -5 | 0
78 | Cc1ccc(S(=O)(=O)NC(=O)C2(C)CCN2C(=O)Cc2cccs2)nc1 (stereo unspecified) | -6 | 5
79 | COc1ccc(N2CCN(C(=O)C(=O)c3cc(OC)c(OC)c(OC)c3)CC2)cc1 | -4 | 1
80 | COCCNc1nc(Oc2ccc(Cl)c(Cl)c2)c2sccc2n1 | -4 | 6
81 | Cc1nc2cc(Oc3nc(NCCN(C)C)nc4ccsc34)ccc2s1 | -3 | -1
82 | CC1=C(C(=O)N2CCOCC2)CC(CC(=O)NC(c2ccccc2)c2ccccc2)C(=O)N1CCC1=CCCCC1 (stereo unspecified) | -8 | -4
83 | CC(C)(C)NC(=O)C1(C)CCC(=O)N1C1CC1 (stereo unspecified) | -8 | 2
84 | CCCCNC(=O)C1(C)CCN1C(=O)c1cccc(OC(C)=O)c1C (stereo unspecified) | -6 | -6
85 | CS(=O)(=O)c1ccc(-c2cnc3c(NC=O)cc(-c4ccsc4)cn23)cc1 | -8 | -6
86 | CC(C)[C@@H](NC(=O)OC(C)(C)C)c1cc(C(=O)c2c(-c3ccccc3)[nH]c3ccccc23)c(N)s1 | -1 | 1
87 | CN1CCN(c2cc(-c3cccc(C(=O)O)c3)nc3ccnn23)CC1 | -4 | 12
88 | Cn1c(=O)cc(OCCCC(=O)Nc2cccc(Cl)c2)c2ccccc21 | -5 | -9
89 | CSc1ccc(CN2CCC2(C)C(=O)NC2CCN(Cc3ccccc3)CC2)cc1 (stereo unspecified) | -1 | -5
90 | Cc1cc2nc(-c3cccc(Br)c3)c(Cc3cccc(Cl)c3)n2c(C)c1Br | -8 | -2
91 | Cc1ccc(S(=O)(=O)NC(=O)C2(C)CCN2C(=O)c2ccccc2)cc1 (stereo unspecified) | -7 | -1
92 | CC(C)(C)NC(=O)C(c1ccccc1F)n1c(=O)c(-c2cc3ccccc3[nH]2)nc2ccccc21 (stereo unspecified) | -3 | 18
93 | CCCCCCC=C1CCC(CN2CCCC2)C1=O (stereo unspecified) | 0 | 11
94 | OC[C@@H]1CN(Cc2ccc(F)cc2)C[C@H](n2cnc3c(NCc4ccc(F)cc4)ncnc32)O1 | -6 | 2
95 | CN(CCc1ccccc1)C(C(=O)Nc1ccc2c(c1)OCCO2)c1ccnc2ccccc12 (stereo unspecified) | -8 | -8
96 | C(=C\c1ccccc1)/CN1CCN(C(c2ccccc2)c2nnnn2-c2ccc3c(c2)OCCO3)CC1 (stereo unspecified) | -6 | -16
97 | CCc1nc2c(OCCOc3ccccc3)cccn2c1N(C=O)Cc1ccc(OC)cc1 | -8 | -6
98 | CCCCCCN1CCN(C2CN(Cc3cn(Cc4ccc(Cl)cc4)nn3)S(=O)(=O)C2)CC1 (stereo unspecified) | -7 | -10
99 | O=C(CC[C@H]1O[C@@H](n2ccc(=O)[nH]c2=O)[C@H](O)[C@@H]1O)NCc1ccco1 | -8 | 11
100 | Cc1cccc(C)c1NC(=O)C(c1ccnc2ccccc12)N1CCN(C)CC1 (stereo unspecified) | -9 | -1
101 | Cc1[nH]c2ccccc2c1C(=O)c1cc([C@H](NC(=O)OC(C)(C)C)C(C)C)sc1N | 2 | -1
102 | CNC(=O)C1CCC(=O)N1Cc1c[nH]c2ccccc12 (stereo unspecified) | -7 | 16
103 | COC(=O)Cc1ccccc1NS(=O)(=O)c1ccc(C)cc1 | -4 | 3
104 | CCCCNc1c(CC(C)C)nc2nc(C)cc(C)n12 | -8 | 0
